PI4K2A inh: PI4K2A (human) kinase inhibition | Q9BTU6 | AID 1346378 | activity change, negative = inhibition, % at 76.9 µM | 420,000 compounds, 0.13% hits | purified PI4K2A, ADP-Glo luminescence, 1 h; hits give low values; in the data active means activity change below about -50%; inconclusive means mostly about -30% to -49%;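 further: -100% = wells without enzyme as full effect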
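PI4K2A activity was measured by ADP-Glo luminescence: enzyme (4 ug/mL stock) and phosphatidylinositol (1.2 mM stock) in Tris pH 7.5/MgCl2/EGTA/Triton X-100 buffer were reacted with ATP (300 microM stock) for one hour at ambient temperature.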
Pin1 inh: human Pin1 inhibition; 390,000 compounds, 0.009% hits; Potency, µM (titrated, usually from 115 µM), for inactives: at the top dose activity, negative = inhibition, most hits filed as inhibitors; Q13526; Pin1 FP peptide displacement, HiFluor488, 10 min; active means well fitted inhibition curve with a large enough effect in the polarisation, with a control signal flat, not every such curve was filed as active; inconclusive means small, poorly fitted or top-dose-only effect, or effect the other way, or a change in a side signal; inactive means no such curve, though single readings can be large or run the other way; the % refers to the polarisation; further: potency means the concentration at half of the fitted maximal effect; on the % scale 0 is the no-effect control and ±100 the full control effect
Target sequence (Q13526 whole entry, looked up): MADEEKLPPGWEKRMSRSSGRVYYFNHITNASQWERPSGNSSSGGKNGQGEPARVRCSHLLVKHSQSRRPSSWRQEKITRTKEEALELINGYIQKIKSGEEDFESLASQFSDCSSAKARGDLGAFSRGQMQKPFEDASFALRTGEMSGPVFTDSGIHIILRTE
BAZ2B block: BAZ2B (human) inhibition; Q9UIF8; AlphaScreen BAZ2B-H3K14Ac peptide displacement; Potency, µM (highest dose often 114 µM), for inactives: at the top dose activity change, negative = inhibition, actives largely listed as inhibitors; 360,000 compounds, 4.4% hits; further: potency means the concentration at half of the fitted maximal effect; on the % scale 0 is the no-effect control and ±100 the full control effect; nearly all actives have a fitted effect of over 60% in size
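BAZ2B (50 nM) with biotin-H3(5-23)K14Ac peptide (50 nM) in PBS pH 7.4, 0.01% Tween-20, preformed 30 min, then compound 30 min at room temperature; top concentration 110uM. AlphaScreen streptavidin donor/nickel chelate acceptor beads (10 ug/mL final), 20 min dark, signal read.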
G9a inh: G9a (human) methyltransferase inhibition; G9a H3K9 monomethylation, AlphaScreen, 2 h; Q96KQ7; Potency, µM (top dose mostly 102 µM), for the others: at the top dose activity, negative = inhibition, usual class: inhibitors; AID 504332; 350,000 compounds, 8.8% hits; further: potency means the concentration at half of the fitted maximal effect; on the % scale 0 is the no-effect control and ±100 the full control effect; nearly all actives have a fitted effect of over 75% in size
Target sequence (Q96KQ7 913-1193 limits assumed): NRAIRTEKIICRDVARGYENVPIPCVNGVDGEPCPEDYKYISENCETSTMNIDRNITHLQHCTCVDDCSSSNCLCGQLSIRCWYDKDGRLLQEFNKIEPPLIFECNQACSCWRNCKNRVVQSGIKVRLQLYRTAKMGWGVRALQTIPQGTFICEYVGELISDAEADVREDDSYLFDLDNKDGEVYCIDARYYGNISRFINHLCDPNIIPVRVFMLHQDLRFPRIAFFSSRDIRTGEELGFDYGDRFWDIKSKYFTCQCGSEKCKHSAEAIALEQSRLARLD
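Chemiluminescent proximity detection of H3K9 monomethylation, read after 10 min bead incubation in the dark. Reaction: 20 nM G9a, 500 nM biotin-H3K9 peptide, 20 uM SAM cofactor, 2 h, room temperature, following 15 min enzyme-compound preincubation.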
JMJD2A Tudor inh: blocks the human JMJD2A Tudor domain; AlphaScreen JMJD2A-Tudor / H3K4me3 peptide binding; Potency, µM (doses to about 114 µM), without a hit: at the top dose activity change, negative = inhibition, actives largely listed as inhibitors; 390,000 compounds, 4.4% hits; AID 504339; further: potency means the concentration at half of the fitted maximal effect; on the % scale 0 is the no-effect control and ±100 the full control effect; nearly all actives have a fitted effect of over 50% in size
POLH inh: inhibitors of human DNA polymerase eta. 390,000 compounds, 1.2% hits. Potency, µM (titrated, usually from 114 µM), inactives show top-dose activity change, negative = inhibition, hits mostly inhibitors. AID 588591. recombinant Pol eta, fluorescent DNA replication assay. Q9Y253; further: potency means the concentration at half of the fitted maximal effect; on the % scale 0 is the no-effect control and ±100 the full control effect
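Pol eta at 10 nM preincubated with compounds 15 min at room temperature; reaction started with fluorescent substrate (50 nM final) and read kinetically at 0 and 10 min.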
HP1b chromo inh: blocks HP1-beta chromodomain binding to methylated histone tails; AlphaScreen HP1-beta / biotin-H3K9me3 peptide binding; AID 540317; P83916; Potency, µM (series often up to 114 µM), without a hit: at the top dose activity change, negative = inhibition, most hits filed as inhibitors; 390,000 compounds, 0.56% hits; further: potency means the concentration at half of the fitted maximal effect; nearly all actives have a fitted effect of over 70% in size; inactives centre near 23
Target sequence (P83916 whole entry, looked up): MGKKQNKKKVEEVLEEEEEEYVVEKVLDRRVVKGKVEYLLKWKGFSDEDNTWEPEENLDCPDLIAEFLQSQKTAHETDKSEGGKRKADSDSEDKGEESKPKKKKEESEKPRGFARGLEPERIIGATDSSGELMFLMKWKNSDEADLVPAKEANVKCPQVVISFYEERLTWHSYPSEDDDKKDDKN
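AlphaScreen: HP1-beta (50 nM) preformed 30 min with biotin-H3(1-18)K9me3 peptide (50 nM) in PBS pH 7.4, 0.01% Tween-20. Compound added for 30 min at RT, then streptavidin donor/nickel chelate acceptor beads (10 ug/mL) for 30 min.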
GLS inh: glutaminase GLS (human) inhibition. O94925. GLS enzymatic activity, qHTS titration. Potency, µM (doses to about 45.5 µM), inactives show top-dose activity change, negative = inhibition, hits mostly inhibitors. 410,000 compounds, 0.21% hits; further: potency means the concentration at half of the fitted maximal effect; on the % scale 0 is the no-effect control and ±100 the full control effect
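Read-out is an Amplex red fluorescence increase coupled through glutamate oxidase and HRP, measured before and after 30 min room-temperature incubation. hKGA is in 45 mM KH2PO4 (pH 8.2) with 0.02% Tween-20; glutamine added as 1mM solution.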
Tb PGK inh: inhibitors of T. brucei phosphoglycerate kinase; PGK/GAPDH coupled, Kinase-Glo luminescence, 60 min; AID 602233; 380,000 compounds, 0.043% hits; Potency, µM (titrated, usually from 57.5 µM), inactives show top-dose activity change, negative = inhibition, actives largely listed as inhibitors; P07378; further: potency means the concentration at half of the fitted maximal effect; on the % scale 0 is the no-effect control and ±100 the full control effect; nearly all actives have a fitted effect of over 60% in size
Target sequence (P07378 whole entry, looked up): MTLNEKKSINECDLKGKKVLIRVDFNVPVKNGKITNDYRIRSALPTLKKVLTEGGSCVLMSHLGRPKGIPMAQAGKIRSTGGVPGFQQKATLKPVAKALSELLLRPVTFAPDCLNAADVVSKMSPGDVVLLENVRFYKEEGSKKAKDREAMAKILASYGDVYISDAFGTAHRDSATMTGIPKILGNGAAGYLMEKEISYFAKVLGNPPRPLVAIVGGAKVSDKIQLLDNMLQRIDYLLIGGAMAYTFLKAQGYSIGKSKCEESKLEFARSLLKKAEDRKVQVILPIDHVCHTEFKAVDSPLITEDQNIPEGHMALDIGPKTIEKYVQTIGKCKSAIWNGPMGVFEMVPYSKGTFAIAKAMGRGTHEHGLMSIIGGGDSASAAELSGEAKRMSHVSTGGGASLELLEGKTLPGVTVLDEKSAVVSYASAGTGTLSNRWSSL
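Luminescent ATP detection (Kinase-Glo Plus) follows a 60-minute room-temperature incubation, with wells lacking PGK as controls. Buffer: 100 mM TEA (pH 7.6), 5 mM MgCl2, 0.01% Tween-20. Coupling enzyme GAPDH (100 nM final) supplies unstable 1,3-BPG in-well.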
* = called active by the depositor; i = inactive; ? = inconclusive; / = not tested or not shown; & = joins results of further samples; [ ] = dose if it differs, or a comment. Unless noted, the call rests on the fitted dose curve; in most records, active means well fitted curve in the direction sought with a large enough effect; inconclusive means small, poorly fitted or top-dose-only effect, or another doubt; inactive means no such curve, though single readings can be large; an effect the other way counts as inactive or inconclusive. These rows are one share of the data, so the mix of outcomes need not match the whole.

SMILES	PI4K2A inh	Pin1 inh	BAZ2B block	G9a inh	JMJD2A Tudor inh	POLH inh	HP1b chromo inh	GLS inh	Tb PGK inh
CC(=O)c1sc(N/N=C2\CC3CC2C(C)C3(C)C)nc1C (centres undefined)	0	?	?	40µM*	?	-5%	-12%	12%	8%
COC(=O)c1sccc1NC(=S)Nc1cc(C)cc(C)c1	-2	-10%	-2%	-43%	-25%	9%	14%	6%	-9%
C=CCNC(=S)N1CCN(CCN=CC2=C(O)CC(c3ccco3)CC2=O)CC1 (centres undefined)	-7	0%	5%	?	-18%	-6%	33%	-6%	i
COc1ccc(-n2c(SCC(=O)NCc3ccccc3)nc3ccsc3c2=O)cc1	2	-2%	-9%	-1%[59 µM]	-10%	0%	32%	6%	i
Cc1ccc(C)c(C(=O)CCC(=O)N2CCN(c3cccc(C(F)(F)F)c3)CC2)c1	-4	16%	-4%	20%[12.7 µM]	17%	-23%	66%[activator]	-4%	i
CCc1noc(C)c1C(=O)NNC(=O)COc1ccc(C)cc1	-4	-13%	-3%	-3%[0.501 µM]	-9%	-13%	56%[activator]	5%	i
Cc1nnc(SCc2ccccc2Cl)n(N)c1=O	2	0%	/	-12%	-8%	-14%	31%	1%	-1%
Cc1ccc(NC(=O)CSc2nc(O)cc(=O)n2C)cc1	8	1%	2%[57.1 µM]	22%	-11%	7%	15%	16%	-1%
Cc1ccc(S(=O)(=O)N2CCCCC2)cc1C(=O)NC1CC(C)(C)NC(C)(C)C1	1	-14%	10%	0%	?	-19%	-3%	6%	-5%
COc1ccc(S(=O)(=O)N2CCCC2CNC(=O)c2cccc(OC)c2)cc1 (centres undefined)	3	1%	-4%	-1%	-17%	-2%	-4%	1%	i
O=C(Nc1ccccc1F)c1ccccc1-c1ccccc1	1	3%	7%	31%[activator][59 µM]	7%	-24%	49%[activator]	4%	9%
NC1=NC(c2ccccc2)CC(=O)N1 (centres undefined)	-7	1%	/	/	-10%	-14%	21%[57 µM]	-1%	1%
COc1ccc(OC)c(NC(=O)C2CCN(c3ncccn3)CC2)c1	6	4%	-11%	-28%[59 µM]	-5%	-4%	30%	6%	5%
CN(C)c1ccc(C(CNS(=O)(=O)c2ccc(F)cc2F)N2CCOCC2)cc1 (centres undefined)	1	-1%	-29%	?	?	0%	-15%	22%	-14%
Cc1c(Cl)cccc1NC(=O)c1cc2sccc2n1Cc1ccc(F)cc1	-9	0%	-2%	-41%[59 µM]	-22%	4%	28%	3%	-3%
CN(/N=C/c1ccc(Br)o1)C1=NS(=O)(=O)c2ccccc21	-3	3%	4%	-26%	-12%[57.1 µM]	-13%	54%[activator]	-12%	-9%
CCc1nnc(N/N=C/c2ccc(-c3ccc([N+](=O)[O-])cc3)o2)n1N	-17	18%	?	?	-31%	-21%	6%	?	-4%
CS(=O)(=O)N(CC(=O)NCc1ccncc1)c1ccc(F)c(Cl)c1	-4	-12%	0%	-12%	-3%	0%	34%	1%	1%
CCOc1ccc(OCC)c(NC(=O)C2CCCN(S(=O)(=O)c3c(C)noc3C)C2)c1 (centres undefined)	-3	2%	4%	0%	9%	-4%	40%[activator]	-6%	6%
COC(=O)c1cc(S(=O)(=O)N2CCN(c3cccc(C)c3)C(C)C2)c[nH]1 (centres undefined)	4&1	6%&-2%	-20%&0%	12%	-10%&-14%	-21%&-9%	35%&27%	-1%&1%	-7%&-1%
CN(C)C1=NC[C@H](Cc2ccccc2)N1CC1CCCCC1	-1	6%	8%	-8%[2.33 µM]	-18%	-11%	30%	4%	6%
CCOC(=O)N1CCN(C(=O)c2ccc(CS(=O)c3cccc(C)c3)o2)CC1 (centres undefined)	3	/	/	/	/	-14%	/	-3%	-8%
CC(=O)C1=C(c2ccccc2)OC(N)=C(C#N)C1c1ccccc1F (centres undefined)	3	6%	-4%	?	-21%	-14%	46%[activator]	0%	-6%
Cc1ccc(NS(=O)(=O)c2cccc(C(=O)NC3CC3)c2)c(C)c1	-3	5%	/	/	-11%	-2%	38%	-5%	8%
O=C(CN1C(=O)COc2ccc(S(=O)(=O)N3CCOCC3)cc21)Nc1ccc(F)c(Cl)c1	-7	4%	-20%	-22%[59 µM]	-6%	-13%	30%	-13%	i
O=C(NCc1ccc(Cl)cc1)c1nccnc1CO	-2	5%	-10%	1%	-2%	-20%	38%[activator]	-2%	-2%
O=C(/C=C/c1cccc([N+](=O)[O-])c1)c1cccs1	17	-10%	-1%	-1%[59 µM]	-28%	?	21%	5%	-1%
CCCCCCCCCC(=O)NNC(=O)c1c(O)c2ccccc2n(CC)c1=O	1	-3%	2%	/	5%	-20%	53%[activator]	0%	4%
CCCCSCCCNC(=O)C1CCN(Cc2nc(-c3cccc(Br)c3)oc2C)CC1	3	-1%	?	-23%[59 µM]	-18%	-26%	1%	-3%	i
Cc1cc(Cl)ccc1NC(=O)Cn1nnc2sc(-c3ccccc3)cc2c1=O	-6	2%	0%	29%[59 µM]	-2%	/	65%[activator]	-4%	/
CCOC(=O)/C=C1\SC(C)C(=O)N1CC(=O)N(CCC#N)c1ccccc1 (centres undefined)	0	4%	8%	-9%[12.7 µM]	-9%	2%	41%[activator]	2%	5%
CN(Cc1cccc(F)c1)C(=O)c1ccc(S(=O)(=O)C(F)F)cc1	-11	3%	/	3%[59 µM]	-18%	-7%	6%	-15%	-2%
Fc1ccc2c(c1)[C@H]1OCC[C@H]1[C@@H](c1ccco1)N2	0	-3%	-19%	-33%[59 µM]	-25%	4%	-4%	-2%	-9%
Cc1cc(Cl)ccc1NC(=O)CN1CCN(C(=O)c2ccco2)CC1	4	-8%	-10%	11%	-8%	-9%	-2%	-1%	2%
Cc1cc(NC(=O)Nc2nnc(N(C)Cc3ccccc3)s2)ccc1Br	-6	8%	36%	39%[59 µM]	19%	-14%	49%[activator]	2%	-9%
COc1ccc(CNc2nc3ccccc3n2CCN2CCOCC2)cc1	-6	3%	-4%	7%[59 µM]	-2%[11.4 µM]	0%	58%[activator]	7%	-9%
COC(=O)c1scc(C)c1NC(=O)c1cccc(C#N)c1	5	10%	-1%	16%	5%	-11%	33%	0%	-8%
COc1ccc(C)cc1N(CC(=O)NCCSCc1ccco1)S(=O)(=O)c1ccc(C)cc1	-10	7%	-16%	-7%	-19%	-12%	6%	1%	0%
CCCCOc1ccc(NC(=O)Cn2c(=O)ccc3c(C)cc(C)nc32)cc1	-5	1%	10%	12%[59 µM]	-17%	-6%	25%	5%	i
COc1ccc(-n2c(SC3CCOC3=O)nc3ccccc3c2=O)cc1OC (centres undefined)	5	-11%	-20%	?	-8%	1%	16%	-1%	-9%
O=C(Nc1ccc(Cl)c(C(F)(F)F)c1)[C@@H]1CC=C[C@@H]2CCN(C3CC3)C(=O)[C@@H]21	0	-3%	/	/	-5%	-7%	12%	0%	-9%
O=C(NCc1ccccc1)c1cc2ccccc2o1	1&1	-12%&3%	4%&-4%	-5%[59 µM]	9%&15%	-15%&-12%	7%&36%	9%&-3%	-5%
COc1ccccc1CN1CC(C(=O)NCc2c(F)ccc(C)c2F)CCC1=O (centres undefined)	-4	0%	-6%	/	-3%	0%	37%[activator]	6%	1%
COc1ccc(C)cc1NC(=O)CSc1nnc(-c2ccc(Br)cc2)o1	-4	-3%	9%	10%[59 µM]	-6%	-13%	23%	-1%	-5%
O=C(Nc1cccc(Cl)c1)NC1CCCCC1	5	6%	6%	25%[59 µM]	-6%	-9%	15%	-12%	-3%
Cc1ccnc(NC(=O)CCC(=O)N(CC(=O)NCCc2ccccc2)c2ccccc2F)c1	-8	-1%	-33%	-2%	-23%	-3%	-10%	7%	-2%
CC(C)CN(CC(C)C)C1=N/C(=C\c2ccco2)C(=O)N1c1ccccc1	-5	57%[activator]	-29%[57.1 µM]	?	-22%	-11%	-12%	4%	0%
Cc1noc(NS(=O)(=O)c2ccc(NC(=O)c3oc4ccc(Cl)cc4c3C)cc2)c1C	-4	-19%	?	?	?	-6%	-19%	5%	-18%
Cc1nn(-c2ccc(N3CCCCC3)nn2)c(C)c1CCC(=O)NCc1ccc(F)cc1	-11	-17%	79µM*	1%[59 µM]	-23%	-12%	58%[activator]	0%	i
CCCCC(CC)CNC(=O)Cc1ccc(-n2c(=O)[nH]c3ccccc3c2=O)cc1 (centres undefined)	0	-2%	1%	8%[59 µM]	-7%	-11%	17%	4%	i
O=C(NC(=S)NCC1CCCO1)c1ccc([N+](=O)[O-])cc1 (centres undefined)	-3	-1%	0%	6%[59 µM]	0%	-25%	16%	-1%	1%
CN(C(=O)c1ccccc1Cl)C1CCCCC1	-3	0%	-1%	-3%[59 µM]	-8%	-6%	19%	1%	-6%
Cc1[nH]c2ccccc2c(=O)c1SC(F)(F)C(F)C(F)(F)F (centres undefined)	-10	13%	2%	30%[0.501 µM]	-11%	-15%	56%[activator]	0%	-2%
Cc1ccc(NC(=O)NC(=O)c2ccccc2)cc1F	2	17%	-1%	-14%	-10%	-6%	32%	18%	5%

Reprinted at random: 2 compounds from above.
SMILES	PI4K2A inh	Pin1 inh	BAZ2B block	G9a inh	JMJD2A Tudor inh	POLH inh	HP1b chromo inh	GLS inh	Tb PGK inh
Cc1nn(-c2ccc(N3CCCCC3)nn2)c(C)c1CCC(=O)NCc1ccc(F)cc1	-11	-17%	79µM*	1%[59 µM]	-23%	-12%	58%[activator]	0%	i
CN(C(=O)c1ccccc1Cl)C1CCCCC1	-3	0%	-1%	-3%[59 µM]	-8%	-6%	19%	1%	-6%

Compound activity (PubChem BioAssay)
